Prostate diff: activators of LNCaP prostate cell differentiation, primary screen, flow cytometry side scatter; 4 d; side scatter shift, % at 10 µM; hit rate 0.56% among 24,000;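 active means side scatter shift above 30%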;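 further: androgen-responsive LNCaP prostate cancer cells in charcoal-stripped serum medium; percent of cells past a gate set so DMSO wells show 10% shift; higher shift means more granular cells and more differentiation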
Jurkat autofluor: compound autofluorescence on Jurkat cells, primary screen, artefact control for VLA-4 allosteric ligand project, cell-based, flow cytometry | active compounds read high; 1 = vehicle-only cell background | fluorescence ratio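 (tested at 10 µM compound in the well)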 | hit rate 0.61% among 24,000 | AID 576, 2007;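 active means fluorescence ratio above 2.44, which is 1 plus 3 SD of all ratios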;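 further: green fluorescence of cells measured with 488 nm excitation and 530 nm emission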
VLA-4 antagonist: inhibitors of LDV-FITC binding to Mn2+-activated VLA-4, primary screen, Jurkat cells | AID 529, 2006 | LDV-FITC binding with Mn2+, flow cytometry; 100% = Mn2+-driven binding gain fully reversed | hit rate 0.2% among 24,000 | inhibition, % at 10 µM (by protocol) | Integrin alpha-4 (Homo sapiens), P13612;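 active means inhibition above 50%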;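 further: 0% = Mn2+ stimulated cells lacking compound and 100% = ligand binding without Mn2+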
VLA-4 agonist: enhancers of LDV-FITC binding to VLA-4 integrin, primary screen, Jurkat cells, flow cytometry; Integrin alpha-4 (Homo sapiens), P13612; 24,000 tested, under 10 active; AID 528, 2006; activation, % at 10 µM (by protocol);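 active means fluorescent ligand binding to cells raised by more than 40% of the manganese-induced maximum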;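 further: 0% = ligand binding without compound and 100% = manganese-stimulated maximal binding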
Numbers without * were called inactive.

mol	Prostate diff	Jurkat autofluor	VLA-4 antagonist	VLA-4 agonist
Cc1cccc(C)c1NC(=O)C1CCCCN1C (stereo unspecified)	5	1	-10	4
CCCCC1C(=O)N(c2ccccc2)N(c2ccccc2)C1=O	4	0.97	80*	-43
Cn1c(=O)c2c(ncn2CCO)n(C)c1=O	3	0.99	-12	-1
CC[C@]1(O)C[C@@H]2CN(CCc3c([nH]c4ccccc34)[C@@](C(=O)OC)(c3cc4c(cc3OC)N(C)[C@H]3[C@@](O)(C(=O)OC)[C@H](OC(C)=O)[C@]5(CC)C=CCN6CC[C@]43[C@@H]65)C2)C1	13	1.1	1	-2
CCCCOc1ccc(CC(=O)NO)cc1	1	1	-20	6
CCn1cc(C(=O)O)c(=O)c2cc(F)c(N3CCNCC3)nc21	3	1.1	-19	-1
CN(C)CCOc1ccccc1Cc1ccccc1	4	1	-4	0
C[C@@H]1C[C@H]2[C@@H]3C[C@H](F)C4=CC(=O)C=C[C@]4(C)[C@@]3(F)[C@@H](O)C[C@]2(C)[C@@]1(O)C(=O)COC(=O)C(C)(C)C	6	1	-13	-8

Reprinted at random: four records from the list
mol	Prostate diff	Jurkat autofluor	VLA-4 antagonist	VLA-4 agonist
CN(C)CCOc1ccccc1Cc1ccccc1	4	1	-4	0
Cc1cccc(C)c1NC(=O)C1CCCCN1C (stereo unspecified)	5	1	-10	4
CCCCC1C(=O)N(c2ccccc2)N(c2ccccc2)C1=O	4	0.97	80*	-43
CC[C@]1(O)C[C@@H]2CN(CCc3c([nH]c4ccccc34)[C@@](C(=O)OC)(c3cc4c(cc3OC)N(C)[C@H]3[C@@](O)(C(=O)OC)[C@H](OC(C)=O)[C@]5(CC)C=CCN6CC[C@]43[C@@H]65)C2)C1	13	1.1	1	-2

No new results follow: entries from further up.
mol	Prostate diff	Jurkat autofluor	VLA-4 antagonist	VLA-4 agonist
CCn1cc(C(=O)O)c(=O)c2cc(F)c(N3CCNCC3)nc21	3	1.1	-19	-1
CN(C)CCOc1ccccc1Cc1ccccc1	4	1	-4	0

Assay outcomes: PubChem BioAssay, NMMLSC

Not all compounds are listed, so the mix of outcomes need not match the whole.
